MsrA inh – bovine MsrA inhibition; purified bovine MsrA, absorbance read-out; inhibition, % at 15.5 µM; 0.75% of 360,000 active; AID 651718; in the data active = inhibition above about 4.5%;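 note: 0% = vehicle wells with enzyme and 100% = reference inhibitor wells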
FAS TE block – FAS thioesterase (human) inhibition; recombinant FAS-TE, OMFH fluorogenic substrate, fluorescence endpoint; inhibition, % at 15 µM; 0.67% of 360,000 active;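 active = compounds whose normalised, plate-corrected inhibition of enzyme fluorescence in the single-dose primary screen is 50% or more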;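 note: 0% = DMSO with enzyme and 100% = substrate without enzyme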
MLLE-PAM2 inh – blocks PAM2 peptide binding to the PABP1 MLLE domain; inhibition, % at 20 µM; 0.36% of 360,000 active; AID 588489; P11940; GST-MLLE / FITC-PAM2 fluorescence polarization; in the data active = inhibition above about 35%, passing the limit was not always enough;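 note: plate controls were DMSO wells with GST-MLLE for no effect and wells lacking GST-MLLE protein for full effect; some results filed as inactive read as strong as hits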
bovine MsrA act – activates bovine MsrA enzyme; 0.3% of 360,000 active; purified bovine MsrA, absorbance read-out; activation, % at 10.6 µM; in the data active = activation above about 7.5%;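 note: 0% = vehicle and 100% = reference activator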
Tb MetRS inh – blocks T. brucei methionyl-tRNA synthetase activity | purified T. brucei MetRS, ATP depletion, Kinase-Glo luminescence | inhibition, % at 11.9 µM | 0.4% of 360,000 active;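 active = inhibition above a per-plate cutoff of the control wells' mean inhibition plus 3 SD, cut at about 5.5% in these data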;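 note: 0% = DMSO wells median and 100% = median of wells with control inhibitor compound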
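technique = Kinase-Glo luminescence, ATP depletion format | system = purified MetRS (methionyl-tRNA synthetase) enzyme from Trypanosoma brucei | timing = 15 min preincubation, 2 h reaction, all 25 °C | evaluation = percent inhibition versus plate control medians | dosing = single dose, 11.9 µM final nominal, 0.9% final DMSO | also added = substrates ATP, L-methionine and bulk Escherichia coli tRNA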
eLon inh – inhibitors of E. coli Lon protease. 0.42% of 360,000 active. purified E. coli Lon protease, fluorescence polarization. inhibition, % at 7.94 µM. P0A9M0; in the data active = inhibition above about 13%, passing the limit was not always enough;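 note: 0% = enzyme with probe and DMSO and 100% = no enzyme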
CSN deneddyl inh – inhibitors of human CSN-mediated cullin deneddylation; Q92905; Purified CSN, SCF-Nedd8-OG deneddylation, fluorescence polarization; inhibition, % at 12.5 µM; 0.38% of 360,000 active;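 active = pattern-corrected inhibition above about 35%, with an unprinted fluorescence ratio check between 0.5 and 1.5, limit read from the data, passing the limit was not always enough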;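 note: 0% = enzyme with substrate and 100% = substrate without enzyme; some results filed as inactive read as strong as hits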
Target sequence (Q92905 whole entry, looked up, one chain of several): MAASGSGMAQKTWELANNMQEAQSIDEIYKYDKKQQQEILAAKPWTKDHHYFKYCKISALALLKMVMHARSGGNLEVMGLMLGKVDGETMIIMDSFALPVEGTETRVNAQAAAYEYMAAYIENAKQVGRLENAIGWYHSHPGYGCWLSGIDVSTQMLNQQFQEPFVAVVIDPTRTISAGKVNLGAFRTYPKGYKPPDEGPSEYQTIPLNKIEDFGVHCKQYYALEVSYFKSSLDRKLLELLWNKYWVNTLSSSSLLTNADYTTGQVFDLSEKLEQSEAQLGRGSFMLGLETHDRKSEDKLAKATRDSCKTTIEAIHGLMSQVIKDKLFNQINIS
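Assay system: purified human Csn5 enzyme expressed in HEK293T cells; measure: % inhibition; also added: SCFSkp2-Nedd8OG substrate at 10 nM final; technique: fluorescence polarization; times: reaction 90 min, room temperature; medium: Tris buffer pH 7.5, NaCl, DTT, Tween-20, trehalose, ovalbumin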
Rin1-Abl PPI inh – human Rin1-Abl interaction inhibition. TR-FRET Rin1/Abl binding, biochemical. 0.4% of 360,000 active. inhibition, % at 7.35 µM. P00519+Q13671; in the data active = inhibition above about 5%, passing the limit was not always enough
Neddylation inh – blocks human cullin neddylation | calls only at 25 µM | P61081+Q13564 | 0.58% of 360,000 active | TR-FRET cullin neddylation, biochemical; in the data active = inhibition above about 36%
Target sequence (P61081 whole entry, looked up): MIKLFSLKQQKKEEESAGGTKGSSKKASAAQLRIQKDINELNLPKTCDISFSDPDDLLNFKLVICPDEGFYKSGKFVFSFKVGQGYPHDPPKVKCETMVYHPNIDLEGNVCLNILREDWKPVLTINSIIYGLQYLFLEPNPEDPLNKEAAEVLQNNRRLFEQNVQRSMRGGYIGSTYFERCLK
Target sequence (Q13564 whole entry, looked up): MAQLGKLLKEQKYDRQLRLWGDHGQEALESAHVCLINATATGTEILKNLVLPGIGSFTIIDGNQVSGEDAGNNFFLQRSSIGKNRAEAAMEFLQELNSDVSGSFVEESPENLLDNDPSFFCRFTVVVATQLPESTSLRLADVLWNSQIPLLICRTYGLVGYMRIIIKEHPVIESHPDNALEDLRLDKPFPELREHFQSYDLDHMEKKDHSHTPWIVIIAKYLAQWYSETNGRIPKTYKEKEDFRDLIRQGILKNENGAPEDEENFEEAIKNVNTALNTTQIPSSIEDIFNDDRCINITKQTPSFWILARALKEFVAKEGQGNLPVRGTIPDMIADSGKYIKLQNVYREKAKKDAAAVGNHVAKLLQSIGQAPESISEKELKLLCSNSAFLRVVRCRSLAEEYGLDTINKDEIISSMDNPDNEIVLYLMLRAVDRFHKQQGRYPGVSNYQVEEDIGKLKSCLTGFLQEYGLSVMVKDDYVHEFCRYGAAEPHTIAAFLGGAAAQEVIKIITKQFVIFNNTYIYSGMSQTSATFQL
The depositor's hits bear a star; i = inactive; . = not tested or not shown; + = active, no number.

SMILES	MsrA inh	FAS TE block	MLLE-PAM2 inh	bovine MsrA act	Tb MetRS inh	eLon inh	CSN deneddyl inh	Rin1-Abl PPI inh	Neddylation inh
O=C(O)CN1C(=O)C(=O)N(Cc2cccc(F)c2)C1=O	-0.3	-6	-7	-2	-0.5	11	0	0	i
CC(C)CNS(=O)(=O)c1cc(C(=O)OCC(=O)N2CCOCC2)c(Cl)cc1Cl	-1.0	-2	-8	-2	-0.3	3	-5	2	i
CCOCCCNC(=O)C(NC(=O)C1CCC(=O)N1)c1ccc(C)cc1 (centres undefined)	-1.1	-8	-16	-8	-1.1	-5	5	-1	i
O=c1cc(-c2ccc(C(F)(F)F)cc2)oc2ccccc12	-1.0	1	-1	-5	0.6	-2	-4	1	i
N#C/C(=C/c1ccc(CNS(=O)(=O)c2ccccc2)o1)C(N)=O	3.9	-4	0	-13	-1.0	-3	-4	-3	i
Oc1c(C(c2ccccc2Cl)N2CCCC2)ccc2cccnc12 (centres undefined)	0.2	11	18	0	0.1	13	-1	4	i
Cc1ccn2c(=O)c(C(=O)NCCCN3CCCC3=O)c(O)nc2c1	1.9	-2	4	-3	-0.6	8	-4	7	+
Cc1ccccc1C(=O)NC(=S)NCCC1=CCCCC1	1.1	17	8	-10	-1.3	0	-1	3	i
COCCCN1C(=O)C(CC(=O)NC2CC2)CC(C(=O)N(C(C)C)C(C)C)=C1C (centres undefined)	-1.4	-11	-3	0	-0.5	-3	0	7	i
COC(=O)c1ccc(NC(=O)c2sc3nc(-c4ccccc4)cn3c2C)cc1	-1.1	3	22	-2	0.1	-3	-2	-4	i
CCCCCC1C(=O)C[C@@H]2CCN3C(=O)CCC[C@H]1[C@H]23 (some centres undefined)	-1.0	-8	-6	-4	0.3	-1	-1	0	i
Cc1cc(NC(=O)C2C3C(=O)N(CCC(C)C)C(C(=O)NCc4ccccc4)C34C=CC2(C)O4)no1 (centres undefined)	0.5	-8	-13	-3	0.1	4	3	-1	i
CN(C(=O)c1ccc2c(=O)n3c(nc2c1)CCCCC3)c1ccccc1Cl	-0.2	33	2	-1	-0.8	2	3	-2	i
COc1cccc(CN2CCc3ccc(NC(=O)CCc4ccc(C)cc4)cc3C2)c1O	-0.3	2	-31	0	0.4	-9	-4	-2	i
Cc1nc(NC(=O)COC(=O)c2cc3c(s2)CCC(C)C3)c(Cl)cc1Cl (centres undefined)	-1.7	-2	8	-6	-0.2	-5	-3	1	i
C/C(=N\NC(N)=S)C1(C)CC2(CC(C)(C)OC2=O)C(=O)O1 (centres undefined)	-0.7	-1	13	-3	-0.7	-6	4	-2	i
COC(=O)C1=CN(c2ccc(OC)cc2OC)C(N)=C(C#N)C1c1ccc(OC)cc1 (centres undefined)	-0.5	.	.	.	-0.8	.	8	.	i
CCN(CC(=O)Nc1cc(Cl)ccc1C)C(=O)c1ccc2c(c1)NC(=O)C(C)S2 (centres undefined)	0.5	1	-12	-2	-0.4	-7	7	2	i
Cc1ccc(S(=O)(=O)Oc2ccc3ccc(O)cc3c2)cc1	-0.4	18	5	-3	0.1	-1	6	4	i
CCOC(=O)C(NC(=O)Nc1ccc(F)cc1F)(Oc1ccccc1)C(F)(F)F (centres undefined)	0.3	-8	-6	0	0.1	-1	0	-2	i
O=C(NC1CCN(Cc2ccccc2)CC1)c1ccc(Cn2c(=S)[nH]c3ccc(N4CCOCC4)cc3c2=O)cc1	1.1	17	-71	-3	0.3	2	3	-6	i
CC1(C(=O)Nc2cnc3ccccc3c2)CCN1Cc1ccccc1OC(F)F (centres undefined)	-0.7	16	10	-1	-0.3	-2	1	4	i
CS(=O)(=O)c1cccc(-c2nnc(NC(=O)c3ccc(S(=O)(=O)N4CCCC4)cc3)o2)c1	1.9	-6	17	-4	-0.2	-9	0	-2	i
Cn1c(=O)n(C)c2cc(S(=O)(=O)NCCO)ccc21	-1.0	-7	-8	-5	-0.4	0	2	1	i
C=CCNC(=S)N/N=C/c1ccc(OCc2ccccc2Cl)cc1	2.7	10	19	-2	-0.2	-13	-2	-1	i
O=C(NCCCN1CCCCC1)C1CCCN(c2ncnc3c2nc2n3CCCCC2)C1 (centres undefined)	-1.8	-5	1	2	-0.5	-6	2	0	i
COc1ccccc1-n1cnc2cc(NCc3ccco3)ccc21	0.3	-10	-17	-12	-1.5	-4	3	0	i
O=C(CCC(=O)Nc1ccc(Br)cc1)N/N=C/c1ccc(O)cc1	2.5	-1	-3	-4	0.6	5	1	-1	i
CC(=O)N/N=C\c1ccccc1OC/C=C/c1ccccc1	1.0	-4	9	-3	-0.1	-8	1	-3	i
O=C(CCCc1ccccc1)NCc1ccccn1	.	-7	-15	-2	0.5	-12	0	1	i
COc1ccc(S(=O)(=O)N2CCN(c3cnccn3)CC2)cc1OC	2.1	-4	-12	-2	-0.3	-16	2	2	i
CCOC(=O)c1ccccc1NC(=O)CSc1nnc(Cc2cccn2C)n1-c1ccc(F)cc1	0.3	9	-3	-4	0.2	-2	1	-3	i
COC(=O)c1ccc(OC(=O)c2nn(C)cc2Cl)c(OC)c1	-0.6	-6	13	-13	-0.9	0	-3	-1	i
Cc1cccn2c(=O)c3cc(C(=O)NCC4CCCO4)c(=N)n(C4CCCCC4)c3nc12 (centres undefined)	-0.5	-5	8	-3	-0.7	6	2	-3	.
CCN(CC)c1ccc(C(=O)OCc2cc(=O)oc3cc(O)ccc23)cc1	1.5	-13	1	-13	-1.3	-10	7	0	i
COc1ccc(S(=O)(=O)/N=C2/NC(=O)/C(=C/c3ccco3)S2)cc1	1.5	-5	-3	-4	0.1	-28	27	-5	i
CCNc1nc(NC(C)(C)C)nc(N2CCCC2)n1	-1.2	-2	4	0	-0.1	-6	4	0	i
N#CC(C#N)=C(N)/C(C#N)=C/c1cc(O)c(O)c(O)c1	2.7	-4	-97	-5	0.9	9	122*	-1	i
COc1ccc(-c2nc3ccccc3c(=O)n2NC(=S)N(C)C)cc1	0.8	-9	33	-5	-0.4	-6	-4	2	i
CSc1nc2sc3c(c2c(=O)n1C)CCC3	0.7	3	12	-3	-0.4	2	4	-1	i
CCCCCCCCCCCC(=O)c1c(O)cccc1O	-0.1	36	-13	-1	0.8	2	0	2	i
CC1CN(CC(=O)Nc2nc(-c3ccc(Cl)cc3)cs2)CC(C)O1 (centres undefined)	-0.2	16	5	-9	-0.8	-3	1	-1	i
CSc1ccc(C(=S)N2CCN(C(c3ccccc3)c3ccccc3)CC2)cc1	0.7	20	23	0	-0.1	-5	13	-1	i
CCc1cc(-c2nc(N)ncc2-c2ccc(Br)cc2)c(O)cc1OC	0.2	28	-15	-3	0.2	1	1	-5	i
CC1=CC(C)(C)N(C(=O)CSc2nncn2C)c2ccccc21	0.7	-5	7	-1	-0.7	5	4	1	i
CC(=O)c1c(O)cc(O)cc1CC(=O)O	2.2	-9	16	-3	-0.6	-7	-4	-1	i
S=C(N/N=C1\CCc2ccccc21)NC1CCCCC1	0.5	10	-29	-9	0.5	9	3	2	i
O=C(NC1CCCCC1)c1cccc2c1C(=O)c1ccc(N3CCCC3)cc1S2(=O)=O	-0.2	-62	63	-3	-0.2	-30	26	-2	i
Cc1ccc(N(C(=O)CS(=O)CC(=O)Nc2ccc(F)cc2)C(C)C(=O)NC(C)(C)C)cc1 (centres undefined)	-1.3	-4	0	-7	-0.7	4	0	2	i
CC(=O)N(C)c1ccc(NC(=O)Nc2ccc(C)c(C)c2)cc1	-1.2	2	1	-4	0.8	-9	1	1	i
CN(Cc1ccccc1)C(=O)[C@@H]1CCCN1C(=O)[C@@H]1CCCN1C(=O)c1cccs1	-0.1	-6	.	0	-0.4	-5	-4	.	i
Cc1ccccc1OCC(=O)OCC(=O)Nc1cc(S(=O)(=O)N2CCCCC2)ccc1Cl	0.3	-7	-10	2	-0.5	2	-1	1	i
COc1ccc(S(=O)(=O)N(C)C[C@H]2Oc3ccc(NS(=O)(=O)c4c(C)noc4C)cc3C(=O)N([C@H](C)CO)C[C@@H]2C)cc1	2.2	-2	-31	-1	0.2	1	-1	4	i
CCC(C(=O)N/N=C/c1cccnc1)c1ccccc1 (centres undefined)	-0.9	0	5	1	-0.4	-7	-1	1	i
COC(=O)c1ccc(CSC2=NC[C@@H]3[C@@H]4C(=O)N(C)C(=O)[C@@H]4[C@](C)(C(=O)OC)N23)cc1	-0.4	-2	19	-4	0.2	-2	6	3	i
COc1cccc(C(=O)COC(=O)c2cccs2)c1	0.4	1	12	-3	0.0	6	0	2	i
CCn1c(C(C)NC(=O)c2ccccc2C)n[nH]c1=S (centres undefined)	0.5	-15	-7	-3	-0.2	-1	2	9	i
CC(=O)Nc1ccc(S[C@@H](CCN2CC[C@H](O)CCC2=O)c2ccccc2)cc1	-0.1	-12	37	-4	-0.3	7	-3	6	i
CCN(C(=O)c1cc2c(s1)-c1ccccc1OC2)c1cc(OC)ccc1OC	0.7	26	-3	-5	-1.2	1	0	2	i
CN(CC(=O)Nc1ccccc1Br)C(=O)CN1CCN(Cc2ccc(Cl)cc2)CC1	1.4	2	-17	-4	0.5	-5	3	4	i

Already shown: 5 of the compounds above.
SMILES	MsrA inh	FAS TE block	MLLE-PAM2 inh	bovine MsrA act	Tb MetRS inh	eLon inh	CSN deneddyl inh	Rin1-Abl PPI inh	Neddylation inh
S=C(N/N=C1\CCc2ccccc21)NC1CCCCC1	0.5	10	-29	-9	0.5	9	3	2	i
O=C(NC1CCCCC1)c1cccc2c1C(=O)c1ccc(N3CCCC3)cc1S2(=O)=O	-0.2	-62	63	-3	-0.2	-30	26	-2	i
Cc1ccc(N(C(=O)CS(=O)CC(=O)Nc2ccc(F)cc2)C(C)C(=O)NC(C)(C)C)cc1 (centres undefined)	-1.3	-4	0	-7	-0.7	4	0	2	i
CC(=O)N(C)c1ccc(NC(=O)Nc2ccc(C)c(C)c2)cc1	-1.2	2	1	-4	0.8	-9	1	1	i
CN(Cc1ccccc1)C(=O)[C@@H]1CCCN1C(=O)[C@@H]1CCCN1C(=O)c1cccs1	-0.1	-6	.	0	-0.4	-5	-4	.	i

(list continues)
SMILES	MsrA inh	FAS TE block	MLLE-PAM2 inh	bovine MsrA act	Tb MetRS inh	eLon inh	CSN deneddyl inh	Rin1-Abl PPI inh	Neddylation inh
Cc1nn(Cc2ccc(Cl)cc2Cl)c(C)c1NC(=O)C1C2CCC(O2)C1C(=O)O (centres undefined)	0.8	-6	-6	-2	-0.2	0	0	-4	i
Cc1cc2occ(CC(=O)NC3=NCCS3)c2cc1C(C)C	1.5	2	16	-4	-0.8	-7	1	-5	i
COc1ccccc1NC(=O)C1C2C=CC3(CN(Cc4cccnc4)C(=O)C13)O2 (centres undefined)	-1.1	-3	-14	0	2.5	-5	3	2	i
O=C(NCc1ccc(F)cc1)C(c1ccccc1)N(C(=O)c1csnn1)C1CC1 (centres undefined)	0.0	-2	8	-4	-1.2	-10	-6	3	i
C[C@H]1CN([C@@H](C)CO)C(=O)c2cc(NS(=O)(=O)c3ccc(F)cc3)ccc2O[C@H]1CN(C)S(=O)(=O)c1cn(C)cn1	-0.3	-7	5	-2	-0.3	-12	4	1	i
COc1ccc(CNS(=O)(=O)CCNC(=O)c2ccc3c(c2)OCO3)cc1	0.3	-9	-8	0	-0.3	-5	0	2	i
CC(C)c1ccc(/C=C/C(=O)NCCC2=CCCCC2)cc1	0.3	4	-5	-1	-0.1	-5	-12	-4	i

Compound activity as filed in PubChem.
